Bioassay records: PubChem, National Center for Advancing Translational Sciences (NCATS)
NPC1 promoter act: activators of NPC1 promoter; Huh7 NPC1 promoter luciferase reporter, 24 h; Potency, µM (titrated, usually from 9.22 µM), inactives show at the highest dose activation, most hits filed as activators; 320,000 tested, 2.4% active;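 further: % of control where 0% means no effect; nearly all actives have a fitted effect of over 60% in size; reporter is driven by a mutant NPC1 promoter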
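Huh7 cells stably carrying NPC1 promoter–luciferase, plated in Opti-MEM with 10% FBS for 2 h, were exposed to compound in DMSO for 24 h at 37 °C; luciferase reagent was added for 10 min and luminescence read.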
Rab9 prom act: activates the Rab9 promoter | Huh7 Rab9 promoter-luciferase reporter, luminescence, 24 h | Potency, µM (series often up to 9.22 µM), without a hit: top-dose activation, negative = inhibition, hits mostly activators | 320,000 tested, 2.8% active; further: % of control where 0% means no effect; nearly all actives have a fitted effect of over 60% in size
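Using Huh7 cells stably transfected with Rab9 promoter–luciferase, compounds were incubated 24 h at 37 °C, 5% CO2; luciferase luminescence was read 10 min after reagent addition.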
RORg inh: inhibitors of mouse ROR gamma transcriptional activity; P51450; Drosophila S2 Gal4-RORgamma UAS-luciferase reporter, 20 h; 310,000 tested, 5.4% active; Potency, µM (titrated, usually from 53.6 µM), inactives show top-dose activity change, negative = inhibition, actives largely listed as inhibitors; further: on the % scale 0 is the no-effect control and ±100 the full control effect; nearly all actives have a fitted effect of over 60% in size
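Luciferase reporter read in Schneider cells carrying Gal4-RORγ (mouse) and UAS-Photinus luciferase; cells given compound 1 h before 700 uM copper sulfate induction, then incubated 20 h at ambient temperature.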
FLuc counter: firefly luciferase modulation, counter-screen for miR-21 project | P08659 | purified FLuc, Km substrates, luminescence inhibition | Potency, µM (top dose mostly 57.5 µM), for inactives: at the highest dose activity change, negative = inhibition, actives largely listed as inhibitors | 360,000 tested, 6.9% active;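 further: plate controls were vehicle for no effect and reference inhibitor for full effect; nearly all actives have a fitted effect of over 55% in size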
Target sequence (P08659 whole entry, looked up): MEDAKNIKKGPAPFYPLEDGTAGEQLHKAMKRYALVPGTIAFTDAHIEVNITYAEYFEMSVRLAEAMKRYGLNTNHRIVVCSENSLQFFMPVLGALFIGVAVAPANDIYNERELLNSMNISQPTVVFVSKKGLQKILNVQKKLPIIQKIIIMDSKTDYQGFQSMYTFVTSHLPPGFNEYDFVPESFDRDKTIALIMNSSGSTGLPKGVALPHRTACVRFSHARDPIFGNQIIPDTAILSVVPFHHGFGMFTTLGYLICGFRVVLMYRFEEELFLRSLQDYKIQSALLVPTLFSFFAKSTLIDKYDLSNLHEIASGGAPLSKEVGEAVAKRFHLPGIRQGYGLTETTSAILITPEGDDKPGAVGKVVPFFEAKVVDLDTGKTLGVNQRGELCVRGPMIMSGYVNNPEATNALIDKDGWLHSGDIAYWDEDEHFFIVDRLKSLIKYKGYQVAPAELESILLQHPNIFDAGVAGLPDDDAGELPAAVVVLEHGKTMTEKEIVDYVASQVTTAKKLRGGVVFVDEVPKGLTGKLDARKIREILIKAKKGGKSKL
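Purified P. pyralis luciferase (10nM final) with 10uM D-luciferin and 10uM ATP (Km levels) in 50mM Tris acetate pH 7.5, 10mM Mg acetate, 0.01% Tween-20, 0.05% BSA; qHTS 6-point titration, ~60 µM downward; luminescence read.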
MBNL1 CUG block: blocks human MBNL1 binding to CUG repeat RNA. 280,000 tested, 0.036% active. Q9NR56. Potency, µM (titrated, usually from 57.5 µM), for the others: at the highest dose activity change, negative = inhibition, most hits filed as inhibitors. TR-FRET MBNL1-His/biotin-(CUG)12 binding, 665/545 ratio. AID 2675; active means well fitted inhibition curve with a large enough effect in the signal ratio, with a control signal flat, not every such curve was filed as active; inconclusive means small, poorly fitted or top-dose-only effect, or effect the other way, or a change in a side signal; inactive means no such curve, though single readings can be large or run the other way; the % refers to the signal ratio; further: on the % scale 0 is the no-effect control and ±100 the full control effect
Target sequence (Q9NR56 whole entry, looked up): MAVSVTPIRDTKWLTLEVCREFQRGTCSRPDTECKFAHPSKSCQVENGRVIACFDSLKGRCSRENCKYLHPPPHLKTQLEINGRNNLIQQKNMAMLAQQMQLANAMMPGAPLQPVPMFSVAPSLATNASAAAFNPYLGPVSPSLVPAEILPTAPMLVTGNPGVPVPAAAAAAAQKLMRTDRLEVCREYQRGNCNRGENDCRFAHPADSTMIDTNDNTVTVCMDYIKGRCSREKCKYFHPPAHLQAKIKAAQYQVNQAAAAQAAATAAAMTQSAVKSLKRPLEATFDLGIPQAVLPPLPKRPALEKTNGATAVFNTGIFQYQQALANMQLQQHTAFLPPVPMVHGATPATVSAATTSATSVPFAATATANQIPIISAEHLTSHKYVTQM
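TR-FRET between His-tagged MBNL1 and biotin-(CUG)12 RNA, detected with Tb anti-His antibody (0.055 ng/ul) and streptavidin-XL665 (5 nM), 60 min at room temperature. Compounds titrated 92 nM to 58 uM; 665/545 nm ratio normalized to buffer and complex controls.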
BRCA1 expr up: activators of BRCA1 expression; MCF7-BRCA1-FFLuc reporter, luminescence, 48 h; response scale: scaled: vehicle 0%, 10 µM genistein 100%; AID 624202; 380,000 tested, 1.1% active; Potency, µM (doses to about 46.1 µM), without a hit: top-dose activation, usual class: activators; further: nearly all actives have a fitted effect of over 80% in size; some results filed as inactive show a strong effect at the top dose
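MCF7-BRCA1-FFLuc, 2000 cells/well; 2 h attach, 37 °C/5% CO2; compound 48 h; luciferase substrate 15 min; luminescence end-point. Norm. to genistein 10 microM max activation and DMSO; concentration-response curves fitted.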
Gal4-VP16 FLuc: inhibits Gal4-VP16 luciferase reporter, ROR gamma counter-screen; Drosophila S2 Gal4-VP16 UAS-luciferase, luminescence, 20 h; Potency, µM (highest dose often 53.6 µM), for the others: top-dose activity, negative = inhibition, usual class: inhibitors; 310,000 tested, 3.5% active; AID 2546;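 further: Gal4-VP16 expression switched on by copper sulfate through the metallothionein promoter; on the % scale 0 is the no-effect control and ±100 the full control effect; nearly all actives have a fitted effect of over 50% in size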
ELG1 genotox: genotoxicity induction in ELG1-luciferase HEK293T cells. HEK293T ELG1-luciferase reporter, luminescence, 16 h. Potency, µM (series often up to 46 µM), for inactives: top-dose activity change, positive = activation, actives largely listed as activators. 330,000 tested, 1.3% active. AID 504466; further: % of control where 0% means no effect; nearly all actives have a fitted effect of over 60% in size
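Reporter readout depends on ELG1 protein level, which increases with genetic stress. After 16 hr compound exposure at 37 °C, luciferase activity was quantified using ONE-Glo.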
p53 reactivation: re-activators of mutant p53; H1299 p53-A138V BP100-luciferase reporter, luminescence, 24 h; Potency, µM (titrated, usually from 92.2 µM), inactives show at the highest dose activity change, positive = activation, hits mostly activators; 320,000 tested, 0.063% active; AID 504706; further: % of control where 0% means no effect; nearly all actives have a fitted effect of over 45% in size
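H1299 (p53-null), stable ts p53-A138V + BP100-Luc; 1000 cells/well, Opti-MEM/10% FBS; cpd 4 pt, 1:5; 24 h, 37 deg C, 5% CO2; detection reagent 10 min RT; luminescence.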
uPA surface inh: blocks generation of uPA at the cell surface; cell surface uPA generation assay, qHTS; Potency, µM (titrated, usually from 38.3 µM), for the others: at the top dose activity change, negative = inhibition, actives largely listed as inhibitors; 330,000 tested, 0.31% active; AID 540303; active means well fitted inhibition curve with a large enough effect; inconclusive means small, poorly fitted or top-dose-only effect; inactive means no such curve, though single readings can be large or run the other way; tested in mouse RAW 264.7 cells; further: on the % scale 0 is the no-effect control and ±100 the full control effect; nearly all actives have a fitted effect of over 55% in size
* hit, by the source's call; ? = inconclusive; · = not tested or not shown; & = joins results of further samples; [ ] = another dose, or the depositor's remark. Unless noted, the call rests on the fitted dose curve; in most records, active means well fitted curve in the direction sought with a large enough effect; inconclusive means small, poorly fitted or top-dose-only effect, or another doubt; inactive means no such curve, though single readings can be large; an effect the other way counts as inactive or inconclusive. Potency means the concentration at half of the fitted maximal effect.

No. | canonical_smiles | Rab9 prom act | RORg inh | BRCA1 expr up | FLuc counter | ELG1 genotox
1 | CCn1c(SCC(=O)Nc2sccc2C(N)=O)nnc1C1CC1 | -1% | · | 7% | 5% | 2%
2 | Cc1cc(=O)oc(C)c1C(=O)OCC(=O)c1ccccc1 | 7% | 30% | 34% | ? | 2%
3 | Cc1cccc(C(=O)c2cn[nH]c2-c2ccc(C)cc2O)c1 | 0% | 3% | -13% | -8% | 2%
4 | Cc1ccnc(N2CCN(C(=O)CSc3nc4ccccc4nc3N3CCC(C)CC3)CC2)c1 | 3% | 41% | -35% | -7% | -4%
5 | COc1cccc(NC(=O)Cn2nnc(C(=O)NCc3ccc4c(c3)OCO4)c2N)c1 | 0% | 9% | 4% | 0%&4% | 3%
6 | CN(C(=O)c1ccc(Br)o1)C1CCS(=O)(=O)C1 (stereo unspecified) | -4% | 5% | -14% | -1% | 1%
7 | Cc1ccc(-n2nc3ccc(N)cc3n2)cc1 | 0.5µM* | ? | ? | 0.54µM* | 1.4µM*
8 | CCCCN(C)C(=O)c1nc2ccccn2c1CNCCCn1ncc2ccccc21 | -1% | -2% | -4% | 7% | 0%
9 | COc1ccccc1NS(=O)(=O)c1ccc(C(=O)N2CCCCCCC2)cc1 | -5% | · | -12% | -1% | -2%
10 | CC[C@@]1(C(=O)OC)N[C@H](CN(C)S(=O)(=O)c2ccc(C(C)(C)C)cc2)[C@@H]2C(=O)N(C)C(=O)[C@@H]21 | · | · | -5% | · | 0%
11 | CCOC(=O)c1c(C)[nH]c(C(=O)OC(C)C(=O)NCc2ccccc2)c1C (stereo unspecified) | -11% | · | 3% | 4% | ?
12 | CN1CCC(N2CCN(c3cccc(C(F)(F)F)c3)CC2)CC1 | -1% | 0% | 3% | 4% | -9%
13 | Cc1cc(C)cc(NC(=S)NCCCN2CCOCC2)c1 | -4% | -42% | -2% | -1% | 1%
14 | CCOc1ccc(N2C(=O)C(c3ccccc3)=C(c3nc4ccccc4s3)C2NC(C)=O)cc1 (stereo unspecified) | 3% | -31% | -31% | 0% | 3%
15 | Nc1nnnn1/N=C/C=C/c1ccccc1 | 28% | 23% | 53% | ? | ?

No. | Gal4-VP16 FLuc | p53 reactivation | uPA surface inh | NPC1 promoter act | MBNL1 CUG block
1 | · | -1% | ? | 0% | ·
2 | 5% | 11% | 1% | 10% | -8%
3 | -1% | -8% | 3% | 2% | 24%
4 | 0% | -2% | 30%[activator] | -2% | 14%
5 | 0% | 2% | 8% | 1% | 0%
6 | -14% | 9% | 1% | 3% | 2%
7 | 10% | ? | -3% | ? | 28%
8 | -2% | -4% | -5% | -3% | -3%
9 | · | -4% | 10% | 2% | ·
10 | · | -9% | 18% | · | ·
11 | · | 2% | -10% | 0% | ·
12 | -3% | 4% | -11% | -4% | 5%
13 | 1% | -4% | 4% | 0% | ?
14 | 4% | 5% | -4% | -2% | 4%
15 | 6% | 16% | -1% | 19% | ?

The list goes on:
No. | canonical_smiles | Rab9 prom act | RORg inh | BRCA1 expr up | FLuc counter | ELG1 genotox
16 | O=C(NCc1ccco1)C1CCN(C(=O)c2ccc(Cl)cc2)CC1 | -5% | · | 1% | 0% | 1%
17 | Cc1ccc(OCC(=O)Nc2ccncc2)c(C)c1 | 4% | 4% | 3% | 12µM* | 12%
18 | COC(=O)C(C(=O)OC)=C(/C=C/N(C)C)N(C)C | -1% | -24% | 3% | -2% | 0%
19 | O=C(CNCc1ccccc1)NCCCN1CCCC1=O | -3% | 0% | -3% | 2% | 0%
20 | Cc1cc(/C=C2/NC(=O)NC2=O)c(C)n1-c1ccccn1 | 23% | -12% | 23% | 21µM* | 10%
21 | COc1cccc2cc(C(=O)NCc3ccco3)c(=Nc3ccc(C(=O)O)cc3)oc12 | 1% | ? | 20% | ? | 21µM*
22 | O=C(OCC(O)COC(=O)c1cccnc1)c1cccnc1 | 0% | 0% | -10% | 2% | -1%
23 | CCOC(=O)c1ccc(NC(=O)CSc2nc(=O)n3cccc(C)c3n2)cc1 | 1% | · | -14% | 2% | -4%
24 | COc1ccc(Br)cc1CNC(=O)C1CCCN(c2nc3ccccc3o2)C1 (stereo unspecified) | 0% | 23% | 2% | 6% | 2%
25 | O=C(Nc1ccc(F)cc1F)C1CCCN(c2ncnc3c2nc2n3CCCCC2)C1 (stereo unspecified) | -2% | 5% | -27% | 5% | -6%
26 | COc1ccccc1OCCCC(=O)NCc1ccco1 | ? | 15% | 10% | 1% | 7%
27 | CCc1cccc(N(C(=O)c2csnn2)C(C(=O)NC2CCCCC2)c2ccncc2)c1 (stereo unspecified) | -1% | -24% | -23% | 0% | -7%
28 | Cc1ccc(S(=O)(=O)N[C@@H](Cc2ccccc2)C(=O)N2CCC(C(=O)N[C@@H](CCC(N)=O)C(=O)O)CC2)cc1 | -3% | -12% | -27% | -1% | -3%
29 | Cc1ccc(NC(=O)c2ccsc2)cc1NS(C)(=O)=O | -3% | 5% | -8% | -3% | 2%
30 | CN(C)c1nc(C(=O)OCCO)nc(N(C)C)n1 | -5% | -4% | 13% | 2% | 0%

No. | Gal4-VP16 FLuc | p53 reactivation | uPA surface inh | NPC1 promoter act | MBNL1 CUG block
16 | · | 4% | 12% | -1% | ·
17 | 16µM* | 15% | 15% | -4% | -6%
18 | -2% | -4% | 2% | -3% | -3%
19 | -6% | 1% | 1% | -1% | 0%
20 | -3% | 18% | 1% | 17% | ?
21 | -11% | ? | -14% | 12% | ?
22 | -1% | -2% | 8% | 8% | -9%
23 | · | -4% | -7% | -4% | ·
24 | 5% | 3% | · | 1% | -1%
25 | -1% | 3% | 1% | -3% | -2%
26 | 8% | 4% | 6% | 1% | -5%
27 | -11% | -5% | -4% | -1% | -8%
28 | -3% | -1% | 3% | 0% | -1%
29 | -14% | -1% | 6% | -5% | 6%
30 | 10% | 6% | 5% | 0% | -4%

Look-ups from the entries so far:
COc1cccc2cc(C(=O)NCc3ccco3)c(=Nc3ccc(C(=O)O)cc3)oc12 in ELG1 genotox is entered as 21µM*
CCOC(=O)c1ccc(NC(=O)CSc2nc(=O)n3cccc(C)c3n2)cc1 in p53 reactivation is entered as -4%
Cc1ccc(S(=O)(=O)N[C@@H](Cc2ccccc2)C(=O)N2CCC(C(=O)N[C@@H](CCC(N)=O)C(=O)O)CC2)cc1 in Rab9 prom act is entered as -3%

Further entries:
No. | canonical_smiles | Rab9 prom act | RORg inh | BRCA1 expr up | FLuc counter | ELG1 genotox
31 | COCCn1cc(C(=O)NCCN(C)C)c2c3ccccc3n(C)c2c1=O | -3% | 15% | -12% | 1% | 0%
32 | COc1ccc(C(C)=O)cc1COC(=O)c1cc(C)oc1C | -5% | -2% | -7% | -1% | -2%
33 | CCc1ccc(OCC(=O)NNC(=O)CSc2ncnc3sc(C)c(C)c23)cc1 | 3% | -19% | -17% | -2% | 0%
34 | CCNCc1cc2cc(C)ccc2[nH]c1=O | 3% | -38% | 4% | -1% | -5%
35 | C/C(=N\NC(=O)c1cccc(S(=O)(=O)Nc2ccccc2Cl)c1)c1ccco1 | 0% | ? | -12% | -1% | -1%
36 | CCOc1ccc(NC(=O)NC(=O)N(C)S(=O)(=O)c2ccc(C)cc2)cc1 | -6% | 6% | 5% | 6% | 2%
37 | O=[N+]([O-])c1cccnc1SCc1ccccc1 | 11% | 40% | 16% | ? | 8%
38 | Cc1ccc(S(=O)(=O)N2CCCOC2CNC(=O)C(=O)NCc2ccccc2C)cc1 (stereo unspecified) | 3% | -3% | -27% | 2% | -3%
39 | COc1cc(CN2CCCC(C(=O)c3ccc(SC)cc3)C2)cc(Cl)c1O (stereo unspecified) | -2% | -3%[1.91 µM] | -5% | -6% | -4%
40 | CCn1c(C)cc(/C=C2\NC(=O)N(Cc3ccccc3)C2=O)c1C | 3% | 9% | 0% | -15% | 0%
41 | O=C(COC(=O)CN1C(=O)c2ccccc2C1=O)Nc1ccc(S(=O)(=O)N2CCCC2)cc1 | 1% | 10% | 2% | -1% | 6%
42 | Cc1ccc(S(=O)(=O)c2nc(NN(C)C)sc2Cl)cc1 | -8% | ? | -3% | -7% | -11%
43 | CCc1nnc(NC(=O)CSc2nnc(-c3ccccc3NC(=O)c3ccccc3)o2)s1 | -1% | 2.2µM* | 2% | 6% | -2%

No. | Gal4-VP16 FLuc | p53 reactivation | uPA surface inh | NPC1 promoter act | MBNL1 CUG block
31 | -4% | -4% | -11% | -3% | 4%
32 | 2% | -9% | 2% | -1% | 9%
33 | -3% | 8% | · | 2% | -13%
34 | -6% | 1% | · | 2% | ?
35 | -18% | -16% | -3% | 7% | ·
36 | 1% | 4% | 0% | -6% | 5%
37 | 27% | 7% | 2% | 4% | ?
38 | -5% | -2% | 14% | -2% | 0%
39 | -1% | 6% | -6% | -5% | 0%
40 | 0% | 4% | 2% | 8% | 17%
41 | 3% | 0% | 5% | 1% | 26%
42 | -3% | 3% | 8% | -5% | -19%
43 | 3.5µM* | -3% | -3% | 0% | -9%
